ER stress rescue – rescue of cells from ER stress-induced death, primary screen, 384-well, CSM14.1, thapsigargin, ATP luminescence (AID 1222); CSM14.1 thapsigargin-induced death rescue, ATP luminescence; higher % means a stronger effect; cellular ATP content (survival), % at 20 µM; hits with a dose series show EC50 in µM; 190,000 tested, under 10 active;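 active means EC50 below 50 µM in the dose-response confirmation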;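 further: death triggered by thapsigargin at about 15 µM added after 2 h compound pretreatment; cell ATP read after overnight thapsigargin exposure of roughly 18 to 22 hours; normalized against plate controls of thapsigargin alone and 5% DMSO vehicle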
Yfh1-off respiration – enhancers of respiration in Yfh1-depleted yeast, dose response, Friedreich's ataxia, plus single-dose screen (AID 1465) | S. cerevisiae Yfh1-off respiration, WST-1 reduction, 72 h; higher fold induction means a stronger effect | one-dose fold induction at 50 µM; EC50 in µM for titrated hits | 220,000 compounds, 0.074% hits;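 active means fold induction of absorbance versus untreated yeast above a set limit, then at least 30% activation at any dose in follow-up; inconclusive means repeats straddling the limit, or above it without dose testing; inactive means fold induction below the set limit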;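 further: activators that raise dye reduction in frataxin-depleted yeast; strong numbers were not always called active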
XIAP antagonists – small molecules displacing peptide from XIAP – biochemical, IAP family, fluorescence polarization (AID 1018); XIAP BIR domain, fluorescence polarization peptide displacement; higher % means a stronger effect; displacement, % at 20 µM; hits with a dose series show IC50 in µM; 200,000 compounds, 0.007% hits; in the data active means displacement above about 50%; further: a part of the inactive calls stands beside numbers as strong as those of hits
UTI89 phage lysis – protection from phage-mediated lysis, alamar blue read-out – E. coli UTI89, K1F phage, bacterial capsule biogenesis inhibitors (AID 488966); 340,000 compounds, 0.02% hits; E. coli UTI89 K1F phage lysis, alamar blue, 2 h; higher % means a stronger effect; inhibition, % at 100 µM, or IC50 in µM where a hit was titrated;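 active means phage lysis inhibition, versus mean bacterial control, above a set limit; inconclusive means no clear call, values can overlap the other calls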;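 further: capsule biogenesis inhibitors block K1F phage lysis so surviving cells raise fluorescence; higher fluorescence means more inhibition of phage lysis; actives were called in the ten point dose series up to 300 µM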
West Nile antiviral – West Nile virus antiviral activity, cell-based, CPE readout (AID 1621); CPE inhibition, % at 10 µM; hits with a dose series show IC50 in µM; 290,000 compounds, 0.02% hits; West Nile virus-infected cells, CPE inhibition; higher % means a stronger effect; in the data active means a potency from the dose series; inconclusive means CPE inhibition mostly from about 3.7% at the one dose, without a potency; inactive means the rest, 99 in 100 with CPE inhibition below about 2.2%; further: strong numbers were not always called active
WT yeast gro inh – growth inhibition of WT yeast, mitochondrial fusion screen; mitochondrial fusion phenotypic screen, WT strain; inhibition, % at 10 µM; 190,000 compounds, 2.1% hits; AID 1362; in the data active means inhibition above about 58%; tested in S. cerevisiae
Dengue-2 NS5 capping – Dengue-2 NS5 methyltransferase inhibitors, primary screen, biochemical, confirmation dose response (AID 588689); 340,000 compounds, 0.3% hits; Dengue-2 NS5 methyltransferase capping enzyme assay, biochemical; higher % means a stronger effect; inhibition, % at 25 µM, or IC50 in µM where a hit was titrated; in the data active means a potency from the dose series; inconclusive means inhibition above about 29% without an active follow-up result
Large T inhibition – TAg ATPase/helicase activity blockers – biochemical (AID 1903). 310,000 compounds, 0.39% hits. one-dose inhibition, % at 20 µM; IC50 in µM for titrated hits. SV40 large T antigen ATPase/helicase inhibition assay; higher % means a stronger effect; in the data active means a potency from the dose series; inconclusive means inhibition mostly from about 32% at the one dose, without a potency; inactive means the rest, 99 in 100 with inhibition below about 32%; further: strong numbers were not always called active
RSV antiviral HEp-2 – RSV antiviral activity via CPE protection, HEp-2 cells, primary 10 µM value included (AID 2391) | HEp-2 cells, RSV-induced CPE inhibition; higher % means a stronger effect | CPE inhibition, % at 10 µM, or IC50 in µM where a hit was titrated | 310,000 compounds, 0.13% hits; in the data active means a potency from the dose series; inconclusive means CPE inhibition mostly from about 23% at the one dose, without a potency; inactive means the rest, 99 in 100 with CPE inhibition below about 21%; further: strong numbers were not always called active
WT yeast gro inh mutant strain – also measured in WT yeast gro inh; calls as there; inhibition, %; mitochondrial fusion phenotypic screen, mutant strain inhibition
Dengue-2 NS5 capping pilot replicate – second read-out of Dengue-2 NS5 capping, no call of its own (marks repeat the call); inhibition, %; measured here: pilot screen replicate inhibition
* = called active by the depositor; i = inactive; ? = inconclusive; . = not tested or not shown; [ ] = remark or other dose.

SMILES	ER stress rescue	Yfh1-off respiration	XIAP antagonists	UTI89 phage lysis	West Nile antiviral	WT yeast gro inh	WT yeast gro inh mutant strain	Dengue-2 NS5 capping	Large T inhibition	RSV antiviral HEp-2	others
COC(C[C@@H](O)CC(=O)[C@H](C)OCc1ccccc1)OC	.	i	.	1.6%	-0.1%	.	.	18%	.	.
COc1ccc(S(=O)(=O)NCc2ccccn2)c(C)c1C	.	.	.	-1.6%	-2.0%	.	.	.	-5%	1.1%
COc1cccc(C(=O)N2CCN(C3CCN(Cc4ccccc4)CC3)CC2)c1OC	.	i	.	0.1%	0.0%	.	.	10%	8%	-0.7%
COc1ccccc1N1CCN(c2nc(C)cc(=O)[nH]2)CC1	.	.	.	0.3%	-0.7%	.	.	3%	5%	1.3%
Cc1ccc(NC(=O)CSCC#N)cc1Cl	-3.2%	i	-6.0%	-1.1%	-0.6%	0	11	0%	13%	6.5%
COc1ccc([N+](=O)[O-])cc1NC(=O)CSCc1cc(C)cc(C)c1	-3.3%	i	-1.5%	-0.5%	-1.9%	9	3	-4%	14%	19%
O=C(O)c1cccc(C(=O)O)c1	.	.	.	2.7%	0.3%	.	.	-4%	4%	2.6%
Cc1ccc(C(C)C)c(OCCSc2nc3ccccc3n2CC(=O)O)c1	.	.	.	-0.1%	1.2%	.	.	-2%	16%	3.7%
COc1ccc(-c2coc3c(CN4CCCCC4C)c(O)ccc3c2=O)cc1 (stereo unspecified)	.	.	.	-0.9%[50 µM]	-0.2%	.	.	3%	4%	-0.6%
CCN(CC)CCn1c(SCC(=O)NCc2ccco2)nc2c(sc3ccccc32)c1=O	-0.1%	i	-6.5%	0.3%	-0.4%	-15	-9	-6%	3%	-1.4%

Reprinted from the listing, 2 compounds:
SMILES	ER stress rescue	Yfh1-off respiration	XIAP antagonists	UTI89 phage lysis	West Nile antiviral	WT yeast gro inh	WT yeast gro inh mutant strain	Dengue-2 NS5 capping	Large T inhibition	RSV antiviral HEp-2	others
COC(C[C@@H](O)CC(=O)[C@H](C)OCc1ccccc1)OC	.	i	.	1.6%	-0.1%	.	.	18%	.	.
COc1ccc(S(=O)(=O)NCc2ccccn2)c(C)c1C	.	.	.	-1.6%	-2.0%	.	.	.	-5%	1.1%

Next section:
SMILES	ER stress rescue	Yfh1-off respiration	XIAP antagonists	UTI89 phage lysis	West Nile antiviral	WT yeast gro inh	WT yeast gro inh mutant strain	Dengue-2 NS5 capping	Large T inhibition	RSV antiviral HEp-2	others
Cn1c(=O)c2c(nc(CN3CCN(c4ccccc4F)CC3)n2CCN2CCOCC2)n(C)c1=O	0.5%	i	-7.7%	0.6%	-0.7%	9	-13	-7%	3%	-0.3%	Dengue-2 NS5 capping pilot replicate=-0.6
COc1ccc(S(=O)(=O)NCCN2CCOCC2)c2ccccc12	3.9%	i	2.1%	-1.1%	1.6%	4	5	-3%	6%	0.7%
COc1ccccc1OCCSc1nc2ccccc2c(=O)[nH]1	1.6%	i	-2.5%	4.6%	-0.1%	11	14	-3%	5%	-2.4%
CCc1cc(C(=O)COc2ccccc2F)c(O)cc1O	.	i	-1.2%	-0.3%	0.7%	45	20	-3%	-2%	22%
Cc1csc(NC(=O)CSc2ccc(-c3ccccc3)nn2)n1	-0.4%	i	-3.8%	2.2%	-0.6%	-8	-17	1%	9%	3.5%
CC1(c2ccccc2)NC(=O)N(CC(=O)NCc2ccc3c(c2)OCO3)C1=O (stereo unspecified)	.	.	.	0.8%	-0.4%	.	.	-6%	-1%	1.4%
COC(=O)c1cc(OC(=O)c2ccc(=O)[nH]c2)cc(C(=O)OC)c1	.	.	.	0.4%	-0.3%	.	.	-7%	17%	1.1%
CC1CCN(C(=O)c2ccc3c(c2NCCO)C(=O)c2ccccc2C3=O)CC1	1.7%	i	-4.8%	-0.9%	0.1%	71*	41*	12%	8%	-1.4%
CCn1nc(C)c(C(=O)Nc2cc(Oc3cc(C)cc(C)c3)cc([N+](=O)[O-])c2)c1C	0.7%	i	-5.5%	-1.0%	0.0%	69*	23*	-2%	1%	0.8%
CCOc1ccccc1-c1cc(C(=O)N2CCOCC2)c2ccccc2n1	.	.	.	0.2%	-0.1%	.	.	3%	10%	1.2%
CC(=O)Nc1ccc([N+](=O)[O-])cn1	-2.7%	i	-0.7%	0.4%	0.1%	-39	-16	-3%	2%	2.4%
O=[N+]([O-])c1ccc(N2CCN(S(=O)(=O)c3ccccc3)CC2)cc1NCc1ccco1	-2.9%	i	-1.7%	.	0.6%	5	4	.	-3%	0.7%
CC(=O)Nc1ccc(-c2csc(NC(=O)Cc3cccc(F)c3)n2)cc1	.	.	.	0.9%	-0.1%	.	.	-3%	5%	19%
O=C(CSc1nnc(-c2cccs2)n1-c1ccccc1)NCC1CCCO1 (stereo unspecified)	-2.4%	i	-6.9%	0.4%	-0.1%	-2	14	-7%	18%	1.2%
Cn1c(N)c(C(=O)COC(=O)CCCc2c[nH]c3ccccc23)c(=O)n(C)c1=O	1.4%	i	-5.8%	2.3%	0.1%	-5	4	-1%	3%	0.6%
Cc1cc(/C=C2\C(=N)N3N=CSC3=NC2=O)c(C)n1Cc1ccccc1	.	i	.	-0.1%	0.3%	.	.	1%	13%	.
CCc1nnc(NC(=O)Cn2nc(-c3ccccc3OC)ccc2=O)s1	-0.5%	i	2.3%	-0.1%	0.1%	3	5	1%	3%	0.6%
Cc1c(C(=O)c2ccccc2)c(=O)n(C)c(=O)n1C	-1.0%	i	-0.2%	0.3%	0.4%	16	-1	5%	8%	2.9%
O=C(/C=C/c1cccc(F)c1)N1CCN(c2ncccn2)CC1	-2.6%	i	-11%	0.4%	-0.5%	2	-1	-2%	16%	-0.2%
CC(C)Cc1nnc(NC(=O)CCC(=O)N2CCN(c3ccccn3)CC2)s1	0.8%	i	-4.1%	0.3%	-0.5%	13	12	-4%	6%	0.9%

Looked up one by one from above (3):
SMILES	ER stress rescue	Yfh1-off respiration	XIAP antagonists	UTI89 phage lysis	West Nile antiviral	WT yeast gro inh	WT yeast gro inh mutant strain	Dengue-2 NS5 capping	Large T inhibition	RSV antiviral HEp-2	others
Cc1c(C(=O)c2ccccc2)c(=O)n(C)c(=O)n1C	-1.0%	i	-0.2%	0.3%	0.4%	16	-1	5%	8%	2.9%
O=[N+]([O-])c1ccc(N2CCN(S(=O)(=O)c3ccccc3)CC2)cc1NCc1ccco1	-2.9%	i	-1.7%	.	0.6%	5	4	.	-3%	0.7%
Cc1cc(/C=C2\C(=N)N3N=CSC3=NC2=O)c(C)n1Cc1ccccc1	.	i	.	-0.1%	0.3%	.	.	1%	13%	.

Continuation:
SMILES	ER stress rescue	Yfh1-off respiration	XIAP antagonists	UTI89 phage lysis	West Nile antiviral	WT yeast gro inh	WT yeast gro inh mutant strain	Dengue-2 NS5 capping	Large T inhibition	RSV antiviral HEp-2	others
CCC(C(=O)Nc1c(C)cc(C)cc1C)N1CCCCCC1 (stereo unspecified)	.	.	.	0.2%	-1.2%	.	.	-6%	6%	1.0%
COc1cccc(NC(=O)C2CCCN2S(=O)(=O)c2ccc3c(c2)C(C)(C)C(=O)N3C)c1 (stereo unspecified)	.	.	.	0.1%	-1.4%	.	.	0%	.	1.2%
CC(CCc1ccccc1)NC(=O)C1CCC1 (stereo unspecified)	.	.	.	0.1%	.	.	.	10%	10%	1.0%
CCOc1ccc(C)cc1S(=O)(=O)n1nc(C)cc1C	0.1%	i	-6.4%	6.4%	-0.1%	-3	6	1%	3%	1.3%
Cc1ccc(/C(N)=N/OC(=O)CCc2ccccc2)cc1	-1.6%	i	-11%	0.0%	-0.3%	0	-8	0%	10%	0.0%
CCCS(=O)(=O)c1nc(S(=O)(=O)c2ccc(C)cc2)c(N2CCC(O)CC2)s1	.	.	.	-0.1%	0.3%	.	.	30%	26%	2.7%
COC(=O)[C@@H]1Cc2c([nH]c3ccccc23)C2CCC(=O)N21 (stereo partly specified)	.	.	.	1.6%[50 µM]	-0.4%	.	.	-7%	21%	3.4%
CC1CC(C)(C)CC2(C1)NC(=O)N(CC(=O)N(Cc1ccccc1)c1ccccc1)C2=O (stereo unspecified)	.	.	.	0.9%[50 µM]	.	.	.	1%	16%	1.8%
O=C(Nc1cccc(Cl)c1)Nc1ccc(Cl)cn1	-0.2%	i	-3.6%	0.2%	0.0%	15	11	-5%	4%	0.7%
CCCCC(CC)c1nnc(NC(=O)c2cccs2)s1 (stereo unspecified)	-0.7%	i	-4.2%	0.2%	-0.7%	88	90	-2%	5%	.
O=C(Nc1nnc(-c2ccc3c(c2)CCCC3)o1)C1COc2ccccc2O1 (stereo unspecified)	-0.5%	i	0.6%	-0.8%	0.1%	69	76	0%	3%	7.5%
CC1CCN(C(=O)c2ccc3c(c2)NC(=O)/C(=C/c2ccccc2)S3)CC1	.	.	.	-0.4%	-0.3%	.	.	-12%	7%	?
O=CNNC(=O)c1cccc([N+](=O)[O-])c1	1.0%	i	-11%	0.3%	0.0%	-16	16	-4%	28%	0.9%
CCOC(=O)N1CCN(S(=O)(=O)Cc2ccccc2)CC1	-1.3%	i	-8.6%	0.5%	0.0%	-4	4	-3%	-2%	1.7%
COc1ccc(CCNC(=O)c2c(-c3ccccc3Cl)noc2C)cc1	0.2%	i	-3.1%	7.0%	-0.8%	-5	-2	-2%	0%	-1.8%
O=C(C[n+]1cc(-c2ccc(F)cc2)n2c1CCC2)Nc1nc(-c2ccccc2)cs1	-2.9%	i	71%	3.7%	0.4%	7	1	-6%	13%	0.3%
CC1COC(Cn2c3ccccc3c3ccccc32)O1 (stereo unspecified)	.	i	.	0.3%	0.3%	.	.	2%	5%	5.7%
COc1ccc([C@H]2[C@H](C(=O)C(C)(C)C)N3N=Cc4ccccc4C3[C@]23N=C(c2ccccc2)OC3=O)cc1 (stereo partly specified)	-0.7%	i	-5.8%	0.3%	-0.8%	-3	-6	-2%	9%	-0.7%
CN(C)/C=N/c1ncc(C(=O)c2ccc(Cl)cc2Cl)s1	-1.4%	i	-6.9%	3.3%	-0.3%	-1	0	-3%	-3%	0.8%
CCOC(=O)N1CCN(C(=O)c2ccc3nc(SCc4ccc(F)cc4)n(C)c3c2)CC1	7.6%	.	-1.7%	4.7%	.	-2	0	-4%	1%	-0.8%
Cc1cc(C(=O)COC(=O)CC2Sc3ccccc3NC2=O)c(C)n1-c1ccc2c(c1)OCO2 (stereo unspecified)	7.6%	i	-3.7%	-0.2%	-0.3%	9	17	-6%	-1%	?
O=C(Nc1cc2c(cc1Cl)OCCCO2)c1ccco1	0.4%	i	-3.4%	-0.3%	-0.2%	-1	-8	3%	7%	1.0%
O=C(COc1coc(CN2CCN(c3ccccc3)CC2)cc1=O)NC1CCCCC1	.	.	.	0.2%[50 µM]	.	.	.	-7%	10%	-1.0%
Cc1ccc(OC(F)F)c(NC(=O)Nc2cccc(C(F)(F)F)c2)c1	0.2%	i	-11%	1.3%	?	49	27	-3%	6%	-2.6%

The order is random; any-hit rate near 2.2%.
